DDE Tn7 FP inh: DD(E)-Tn7 binding inhibition, primary FP screen; inhibition, % at 8.3 µM; actives 0.13% (n = 370,000); AID 720508; FP displacement of FITC-Tn7 peptide from fibrin DD(E); 0% = median of compound wells per plate;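 active = inhibition above the mean of compounds falling within the control limits plus 3 SD of them, cut at about 14% in these data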;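 also: 0% = plate median of compound wells and 100% = 10 µM Aha-Tn7 peptide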
Target sequence (P02675 whole entry, looked up): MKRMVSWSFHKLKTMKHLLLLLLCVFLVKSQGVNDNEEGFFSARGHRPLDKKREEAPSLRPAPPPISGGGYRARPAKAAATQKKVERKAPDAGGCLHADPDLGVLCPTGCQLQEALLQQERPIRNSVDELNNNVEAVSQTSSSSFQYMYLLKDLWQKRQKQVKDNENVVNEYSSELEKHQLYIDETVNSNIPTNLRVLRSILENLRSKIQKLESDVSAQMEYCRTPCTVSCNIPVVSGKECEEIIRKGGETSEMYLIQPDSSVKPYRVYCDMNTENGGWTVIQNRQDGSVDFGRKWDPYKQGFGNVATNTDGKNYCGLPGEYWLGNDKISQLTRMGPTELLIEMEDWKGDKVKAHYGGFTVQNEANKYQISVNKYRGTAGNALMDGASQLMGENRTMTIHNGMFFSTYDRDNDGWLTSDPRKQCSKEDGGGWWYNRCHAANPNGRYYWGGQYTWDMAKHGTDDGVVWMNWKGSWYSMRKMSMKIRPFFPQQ
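Assay system: human fibrin DD(E) protein / Input: 2 µM fibrin DD(E) / Benchmarks: high control of 10 µM Aha-Tn7 peptide / Measured by: fluorescence polarization of the labelled Tn7 tracer / Medium: Tris buffer with calcium and detergent, pH 7.8 / Timing: 10 min compound pre-incubation, 3 h probe incubation at room temperature / Repeats: one replicate per compound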
UHRF1 binding: blocks human UHRF1 binding to methylated DNA; Q96T88; UHRF1 binding to methylated oligo, TR-FRET; inhibition, % at 4.4 µM; actives 0.75% (n = 370,000); AID 687016; in the data active = inhibition above about 21%;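 also: UHRF1 SRA domain binding a hemimethylated CpG hairpin DNA probe; 0% = median of test compound wells and 100% = reference inhibitor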
ARFGAP1 inh: inhibits rat ARF GTPase activating protein 1 | Q62848 | Arfgap1-stimulated ARF1 GTP hydrolysis, GDP FP detection | inhibition, % at 16.5 µM | actives 0.26% (n = 360,000);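 active = inhibition above a per-plate limit, mean inhibition of low control wells plus 3 SD, cut at about 25% in these data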;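 also: 0% = DMSO wells with enzyme and 100% = wells lacking Arfgap1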
Target sequence (Q62848 1-136 limits assumed): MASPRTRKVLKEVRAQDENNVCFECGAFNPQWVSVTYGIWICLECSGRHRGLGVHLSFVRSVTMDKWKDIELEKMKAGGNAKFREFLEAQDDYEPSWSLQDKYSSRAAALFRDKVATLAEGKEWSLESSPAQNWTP
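system = rat Arfgap1 catalytic domain, aa 1-136 | technique = FP, GDP Alexa 633 tracer displaced from anti-GDP antibody, 620/688 nm | compound = one concentration, 16.5 µM, DMSO 1.26% | medium = HEPES-based buffer, pH 7.5 | timing = compound-enzyme preincubation 20 min, reaction 120 min, detection 60 min, 25 °C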
PLC-beta3 inh: PLC-beta3 (human) inhibition, primary screen | Q01970 | Purified PLC-beta3, fluorogenic substrate, fluorescence | inhibition, % at 12.2 µM | actives 0.18% (n = 370,000) | AID 720704; in the data active = inhibition above about 11%;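 also: 0% = median of compound wells on plate and 100% = full blocker control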
ADAM17 inh: inhibitors of human ADAM17; P78536; recombinant ADAM17, EDANS/DABCYL FRET peptide cleavage; inhibition, % at 6.95 µM; actives 0.83% (n = 370,000);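 active = inhibition above the mean of compounds lying between control limits plus 3 SD, set per campaign, cut at about 8.5% in these data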;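 also: 0% = DMSO-only wells as the low control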
PLCg1 inh: inhibitors of human phospholipase C gamma1; purified PLC-gamma1, fluorogenic substrate, fluorescence; inhibition, % at 12.2 µM; actives 0.84% (n = 370,000); AID 720700; in the data active = inhibition above about 9.5%
DDE Tn6 FP inh: DD(E)-Tn6 binding inhibition, primary FP screen; actives 0.21% (n = 370,000); Fibrin DD(E) TRITC-Tn6 fluorescence polarization displacement; inhibition, % at 8.3 µM; AID 720509;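 active = inhibition above a per-campaign cutoff: mean of compounds within control limits plus 3 SD, cut at about 15% in these data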;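 also: 0% = median of all compound wells on the plate and 100% = blocking peptide control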
proKLK7 act: activators of human kallikrein-7 zymogen; P49862; purified proKLK7, EDANS-DABCYL substrate fluorescence; 100% is mature enzyme control, 0% vehicle; activation, % at 7 µM; actives 0.9% (n = 370,000); AID 652039;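 active = activation above the mean of all tested compounds plus 3 SD, computed per campaign excluding outliers beyond control limits, cut at about 13% in these data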
MBD2 inh: inhibitors of human MBD2 binding to methylated oligonucleotide. Q9UBB5. actives 0.31% (n = 370,000). inhibition, % at 4.4 µM. TR-FRET. AID 686964; in the data active = inhibition above about 13%
ASAP1 GAP inh: blocks human ASAP1-stimulated Arf1 GTP hydrolysis. Q9ULH1. GDP FP detection. inhibition, % at 16.5 µM. actives 0.19% (n = 360,000). AID 624377; in the data active = inhibition above about 25%;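 also: 0% = vehicle with enzyme and substrate and 100% = no enzyme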
Target sequence (Q9ULH1 325-724 limits assumed): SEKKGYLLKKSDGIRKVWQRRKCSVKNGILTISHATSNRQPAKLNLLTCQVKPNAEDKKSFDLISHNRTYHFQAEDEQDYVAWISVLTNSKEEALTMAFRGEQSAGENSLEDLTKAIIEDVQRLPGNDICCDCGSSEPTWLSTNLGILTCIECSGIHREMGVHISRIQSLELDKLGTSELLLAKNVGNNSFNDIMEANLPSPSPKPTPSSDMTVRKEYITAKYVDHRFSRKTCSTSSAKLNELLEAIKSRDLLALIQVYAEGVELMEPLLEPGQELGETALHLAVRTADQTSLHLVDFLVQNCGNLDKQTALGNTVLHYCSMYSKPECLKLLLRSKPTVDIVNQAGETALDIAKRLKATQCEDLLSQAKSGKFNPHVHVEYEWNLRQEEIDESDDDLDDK
Starred values were filed as active, the others as inactive; i = inactive; nt = no result given; & = joins results of further samples.

The first 17 records as a preview:
SMILES	DDE Tn7 FP inh	UHRF1 binding	ARFGAP1 inh	PLC-beta3 inh	ADAM17 inh	PLCg1 inh	DDE Tn6 FP inh	proKLK7 act	MBD2 inh	ASAP1 GAP inh
Cc1cc(C)n2nc(C(=O)OCC(=O)c3cc(C)n(C)c3C)nc2n1	10	3	-13	-10	-8	-4	4	-0.4	-1	-12
O=C(CCN1CCN(c2ccccc2)CC1)NNC(=O)Cc1ccccc1Cl	1	-1	-4	-2	-6	3	5	0.1	-2	5
CC1(C)Cc2c(cnn2-c2ccc(F)cc2)C(NC(=O)CCN2CCCCO2)C1 (stereo unspecified)	-1	1	-3	-11	-7	3	-3	-0.1	0	3
Cc1cccc(N2CCN(C(=O)CCC(=O)N3Cc4ccccc4Oc4ncccc43)CC2)c1C	-1	1	-7	-8	0	1	-6	0.6	-1	7
O=C(NCCC(=O)N(CCc1ccccc1)Cc1ccccc1)c1ccccc1Cl	-6	3	1	3	1	3	-2	0.9	-1	14
CC(=O)c1c(OC(=O)c2cccc(Cl)c2)c2ccccc2n1C	-10	-4	20	-11	0	-3	-4	-0.1	-4	-5
O=C1CSC(c2ccccc2)N1CC(O)c1ccc([N+](=O)[O-])cc1 (stereo unspecified)	-3	15	15	0	-2	1	-6	0.0	10	2
COc1ccccc1Cc1c(C(C)(C)C)nc2cc(C)c(Br)c(C)n12	0	-1	9	-1	-3	-1	-10	-0.4	0	-11
CCN(CC)c1ncnc2c1ncn2[C@H]1CN(Cc2ccc(F)cc2)C[C@@H](CO)O1	0	2	12	9	-1	1	-11	0.2	-5	15
c1c[nH]c(CN2CCN(Cc3ncc[nH]3)CC2)n1	-3	2	-4	1	-6	0	-8	0.2	7	-9
CCCCCSc1nncc(=O)[nH]1	0	-1	-7	-4	-5	-4	3	-0.8	3	0
Cc1ccc(S(=O)(=O)N(CC(=O)N=Nc2c(O)[nH]c3ccccc23)c2cccc(C)c2)cc1	2	-1	9	0	7	3	-3	-0.8	7	4
C=CCn1c(SCC(=O)Nc2ccc(F)cc2F)nc2c([nH]c3ccccc32)c1=O	2	4	4	-1	-6	-2	0	-0.4	4	13
COc1ccc(CCNS(=O)(=O)c2c(C)n[nH]c2C)cc1	4	0	nt	-2	-3	-1	11	0.0	0	nt
COc1ccc(-c2cc(C(=O)NCC3CCCO3)on2)cc1OC (stereo unspecified)	-4	5	-1	2	2	7	-4	-0.6	-5	-10
CC(C)C[C@@H]1NC(=O)N(CCN2CCOCC2)C1=O	3	0	9	-1	-4	-3	3	-0.2	1	8
Cc1c(O)ccc2cc(S(=O)(=O)c3ccccc3)c(=O)oc12	3	-3	16	i	i	i	-5	45*	-1	1

The whole of this part, from the first entry:
SMILES	DDE Tn7 FP inh	UHRF1 binding	ARFGAP1 inh	PLC-beta3 inh	ADAM17 inh	PLCg1 inh	DDE Tn6 FP inh	proKLK7 act	MBD2 inh	ASAP1 GAP inh
Cc1cc(C)n2nc(C(=O)OCC(=O)c3cc(C)n(C)c3C)nc2n1	10	3	-13	-10	-8	-4	4	-0.4	-1	-12
O=C(CCN1CCN(c2ccccc2)CC1)NNC(=O)Cc1ccccc1Cl	1	-1	-4	-2	-6	3	5	0.1	-2	5
CC1(C)Cc2c(cnn2-c2ccc(F)cc2)C(NC(=O)CCN2CCCCO2)C1 (stereo unspecified)	-1	1	-3	-11	-7	3	-3	-0.1	0	3
Cc1cccc(N2CCN(C(=O)CCC(=O)N3Cc4ccccc4Oc4ncccc43)CC2)c1C	-1	1	-7	-8	0	1	-6	0.6	-1	7
O=C(NCCC(=O)N(CCc1ccccc1)Cc1ccccc1)c1ccccc1Cl	-6	3	1	3	1	3	-2	0.9	-1	14
CC(=O)c1c(OC(=O)c2cccc(Cl)c2)c2ccccc2n1C	-10	-4	20	-11	0	-3	-4	-0.1	-4	-5
O=C1CSC(c2ccccc2)N1CC(O)c1ccc([N+](=O)[O-])cc1 (stereo unspecified)	-3	15	15	0	-2	1	-6	0.0	10	2
COc1ccccc1Cc1c(C(C)(C)C)nc2cc(C)c(Br)c(C)n12	0	-1	9	-1	-3	-1	-10	-0.4	0	-11
CCN(CC)c1ncnc2c1ncn2[C@H]1CN(Cc2ccc(F)cc2)C[C@@H](CO)O1	0	2	12	9	-1	1	-11	0.2	-5	15
c1c[nH]c(CN2CCN(Cc3ncc[nH]3)CC2)n1	-3	2	-4	1	-6	0	-8	0.2	7	-9
CCCCCSc1nncc(=O)[nH]1	0	-1	-7	-4	-5	-4	3	-0.8	3	0
Cc1ccc(S(=O)(=O)N(CC(=O)N=Nc2c(O)[nH]c3ccccc23)c2cccc(C)c2)cc1	2	-1	9	0	7	3	-3	-0.8	7	4
C=CCn1c(SCC(=O)Nc2ccc(F)cc2F)nc2c([nH]c3ccccc32)c1=O	2	4	4	-1	-6	-2	0	-0.4	4	13
COc1ccc(CCNS(=O)(=O)c2c(C)n[nH]c2C)cc1	4	0	nt	-2	-3	-1	11	0.0	0	nt
COc1ccc(-c2cc(C(=O)NCC3CCCO3)on2)cc1OC (stereo unspecified)	-4	5	-1	2	2	7	-4	-0.6	-5	-10
CC(C)C[C@@H]1NC(=O)N(CCN2CCOCC2)C1=O	3	0	9	-1	-4	-3	3	-0.2	1	8
Cc1c(O)ccc2cc(S(=O)(=O)c3ccccc3)c(=O)oc12	3	-3	16	i	i	i	-5	45*	-1	1
CC(C)OCCCNC(=O)c1ccc(CN2CCc3ccccc3C2)cc1	-1	6	9	-2	-5	-7	-13	-0.2	8	-6
CC(C)C[C@H]1COc2cccc(F)c2S(=O)(=O)N1	-2&0	-1&-2	-2&3	2&4	1&2	-1&2	1&10	-0.3&-0.4	-3&-4	9&-4
CCN(CC(=O)Nc1ccccc1C(F)(F)F)C(=O)C1CCN(C(=O)Nc2ccccc2)CC1	0	1	-11	-7	-3	3	-3	0.1	2	0
Nc1ncnc2nc(SCCN3CCCCC3)[nH]c12	-7	1	18	1	-1	1	-4	0.5	3	8
COc1ccc(C(=O)NCc2ccco2)cc1S(=O)(=O)N1CCOCC1	5	0	3	6	-2	-2	-4	0.0	-6	-1
COCCN(C(=O)COC(=O)CCCOc1ccc(OC)cc1)c1c(N)n(Cc2ccccc2)c(=O)[nH]c1=O	-1	1	13	-8	-7	-2	1	-0.3	2	0
CCCN1C(=O)/C(=C/c2cc(C)n(C)c2C)SC1=Nc1ccc(OC)cc1	3	-2	2	-3	1	-3	0	-0.7	-2	-4
Cc1ccc(CCNC(=O)C2CCN(c3nn4c(=O)cc(C)nc4s3)CC2)cc1	-6	1	12	1	0	2	5	0.8	2	2
CCN(CC)CCN(C(=O)C1=COCCO1)c1nc2cc(C)cc(C)c2s1	-2	1	17	-2	1	1	0	0.0	4	9
Cc1cc(C)c2c(c1)-c1c(ssc1=S)C(C)(C)N2C(=O)CN1C(=O)c2ccccc2C1=O	0	0	3	4	0	5	-5	0.4	6	-9
Cc1ccc(NC(=O)CCN2CCOCC2)cc1C	7	-2	2	-5	4	1	3	0.3	2	-5
CCN(C(=O)COC(=O)c1cc(S(=O)(=O)N2CCc3ccccc32)ccc1OC)C1CCS(=O)(=O)C1 (stereo unspecified)	3	-1	3	3	-1	0	0	-0.1	3	-16
COC(=O)c1ccc(COC(=O)c2cccn2C)o1	4	3	-3	-7	0	3	-3	0.2	0	7
Cc1ccc(C(=O)N/C(=C\c2ccco2)C(=O)NCC2CCCO2)cc1C (stereo unspecified)	1	-4	-1	-15	-3	-10	5	0.1	-1	-11
COc1ccc(-n2ccnc2SCC(=O)NC2CCCC2)cc1	-1	-2	4	3	-2	0	4	0.7	-2	-7
C=CCN=C1CC(C)(C)C(C(=O)OC)C(O)=C1C(=O)CCC (stereo unspecified)	4	4	-2	-4	-6	-1	6	-0.4	-1	-2
CCCCNC(=O)CN(c1cc(C(F)(F)F)ccc1Cl)S(C)(=O)=O	-1	2	3	3	5	6	1	0.2	-2	1
O=C(COC(=O)Cn1cnc2ccccc21)Nc1cccc([N+](=O)[O-])c1	1	4	8	-1	5	0	-4	0.0	0	5
N#CC(c1ccc(F)cc1)c1ccc(C(=O)c2ccccc2)cc1 (stereo unspecified)	4	-2	9	-2	4	-1	-10	-0.2	-2	-4
O=C(CC(NC(=O)c1ccccc1Cl)c1ccccc1)Nc1ccc2c(c1)OCO2 (stereo unspecified)	2	3	9	-3	-1	-2	2	-0.1	4	0
COc1ccc(/C=C/C(=O)NCCc2ccc(S(N)(=O)=O)cc2)cc1	-1	1	-2	3	0	-1	-1	-0.3	1	-8
O=C(NCC1CCCO1)C1CCCN(S(=O)(=O)c2cccc(C(F)(F)F)c2)C1 (stereo unspecified)	2	-1	-2	-3	-2	-3	0	0.0	-2	-2
CC(=O)N1CCc2cc(S(=O)(=O)NCCC(=O)Nc3cccc(C)c3C)ccc21	-1	-3	-1	-14	-2	-1	4	-0.7	9	7
C/C=C/c1ccc(OCC(=O)N(C)CC(=O)Nc2ccc(F)cc2)c(OC)c1	-4	0	-6	-3	1	2	4	0.5	2	-19
COc1ccccc1CNCC(=O)Nc1ccc(C#N)cc1	-1	1	3	-6	-4	3	4	-0.4	1	-8
Cc1ccccc1OCC(=O)Nc1cccc(N(C)S(C)(=O)=O)c1	-4	2	-5	3	0	1	-8	0.4	2	-11
CC1CCCc2sc3nc(NCc4ccco4)n4ncnc4c3c21 (stereo unspecified)	1	1	-11	2	0	-2	-1	-0.5	2	6
COC(=O)CSc1nnc(C)n1-c1cccc(C#N)c1	-6	0	7	4	-1	0	0	-0.3	0	4
CC(C)OCC(O)CS(=O)(=O)Cc1ccccc1 (stereo unspecified)	-4	3	-8	1	-4	3	-10	-0.4	7	-9
O=C(CCC(=O)c1ccc(F)cc1)Nc1cccc(C(F)(F)F)c1	-2	-1	12	4	5	3	-5	-0.5	-2	8
COc1ccccc1NCc1nc2ccccc2n1C	2	-3	nt	0	-3	0	6	nt	-6	nt
CC1(c2ccccc2)NC(=O)N(CC(=O)N2CCc3ccccc32)C1=O (stereo unspecified)	5	0	-2	-5	-4	0	2	-0.2	1	-18
O=C(/C=C/c1ccc([N+](=O)[O-])cc1)NCc1cccnc1	-1	-2	6	3	-1	2	3	0.4	-6	-15
COc1cc(N)c(Cl)cc1C(=O)OCC(=O)NC(=O)NCc1ccco1	1	0	-3	-3	-4	-4	-10	0.1	6	7
FC(F)(F)c1ccc(N=Cc2sc(N3CCOCC3)nc2-c2ccccc2)cc1	0	2	3	-10	-6	-13	1	1.2	2	-4
Cn1nnnc1Sc1ncnc2scc(-c3cccc(Br)c3)c12	9	1	2	0	-2	-2	-7	-0.6	3	5

Compound activity (PubChem)
